SENP6 inh – inhibitors of human SENP6 protease. Q9GZR1. Recombinant SENP6 catalytic domain, aminoluciferin luminescence. inhibition, % at 10 µM. 330,000 tested, 1.8% active. AID 2599;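 active = inhibition above about 50% at the single tested dose, limit read from the data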;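 note: plate controls were DMSO wells with enzyme for no effect and DMSO wells lacking enzyme for full effect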
Target sequence (Q9GZR1 628-1112 limits assumed): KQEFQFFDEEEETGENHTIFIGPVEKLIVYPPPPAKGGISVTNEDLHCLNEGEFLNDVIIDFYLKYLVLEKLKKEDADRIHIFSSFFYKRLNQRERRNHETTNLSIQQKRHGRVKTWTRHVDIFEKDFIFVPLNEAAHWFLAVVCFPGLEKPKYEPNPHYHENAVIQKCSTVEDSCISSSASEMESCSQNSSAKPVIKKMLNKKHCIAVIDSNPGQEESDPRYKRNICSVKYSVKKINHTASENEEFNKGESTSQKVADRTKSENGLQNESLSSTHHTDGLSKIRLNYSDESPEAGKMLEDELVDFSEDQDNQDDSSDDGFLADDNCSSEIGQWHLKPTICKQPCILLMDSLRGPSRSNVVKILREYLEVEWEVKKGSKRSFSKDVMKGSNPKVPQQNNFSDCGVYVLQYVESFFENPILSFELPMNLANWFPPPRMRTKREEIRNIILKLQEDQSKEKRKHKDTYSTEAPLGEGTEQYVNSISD
Apaf1 inhib – blocks human Apaf-1 apoptosome activity; O14727; reconstituted apoptosome caspase-3 activity, DEVD-Rh110 fluorescence; inhibition, % at 20 µM; 330,000 tested, 0.71% active; active = inhibition of at least 40% at 20 µM;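 note: plate controls were DMSO wells for no effect and DEVD-CHO caspase inhibitor wells for full effect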
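Material: reconstituted apoptosome with Apaf-1, cytochrome c, caspase-9, procaspase-3, dATP. Technique: Rh110 fluorescence intensity. Buffer or medium: pH 7.5 Hepes buffer with CHAPS, BSA, DTT. Times: 30 min plus 50 min, RT.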
PfG6PD inh – PfG6PD (Plasmodium falciparum) enzyme inhibition | PfGluPho enzyme, NADPH resazurin-diaphorase fluorescence | inhibition, % at 20 µM | 350,000 tested, 0.78% active;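 active = inhibition reaching at least a set limit at 20 µM in the primary screen, cut at about 59% in these data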;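 note: 0% = DMSO wells with substrate and 100% = DMSO wells lacking glucose-6-phosphate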
HKDC1 inhibitor – HKDC1 (human) hexokinase inhibition; recombinant HKDC1, G6PDH/diaphorase resazurin coupled fluorescence; 340,000 tested, 0.16% active; inhibition, % at 20 µM; Q2TB90; AID 493160;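 active = inhibition above about 35% when tested at 20 µM, limit read from the data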;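 note: plate controls were DMSO wells with enzyme for no effect and DMSO wells lacking enzyme for full effect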
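Test system: recombinant HKDC1 (HK5) hexokinase enzyme, produced in-house / Doses: 20 µM test compound, 1% DMSO / Timing: 90 min, room temperature / Detection: G6PDH/diaphorase-coupled fluorescence, 1 mM NADP, 100 µM resazurin, 525/613 nm / Control set: DMSO wells with and without enzyme mix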
SENP1 FRET inh – inhibitors of human SENP1 SUMO protease catalytic domain | recombinant SENP1 catalytic domain, CyPet-SUMO1-YPet FRET cleavage | inhibition, % at 10 µM | 360,000 tested, 0.21% active | Q9P0U3;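 active = inhibition at least 30% at 10 µM, raw YFP signal under a set limit, fluorescence ratio 0.5 to 1.5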;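 note: 0% = enzyme with DMSO and 100% = no enzyme wells; some results filed as inactive read as strong as hits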
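system = hSENP1 catalytic domain, recombinant | reagent = SFCypet-SUMO1-SFYpet substrate at 25 nM | doses = one dose per compound, 10 µM, 0.5% DMSO | incubation = enzyme reaction for 50 min at room temperature, dark | measured by = FRET, CFP and YFP emission | controls = no-enzyme low, enzyme-DMSO high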
SENP7 block – blocks the human protease SENP7. recombinant SENP7, Z-RLRGG-aminoluciferin luminescence, 40 min. Q9BQF6. 330,000 tested, 1.5% active. inhibition, % at 5 µM;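 active = inhibition above about 50% at the single test dose, limit read from the data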;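 note: plate controls were DMSO with enzyme for no effect and no enzyme buffer wells for full effect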
Target sequence (Q9BQF6 706-1050 limits assumed): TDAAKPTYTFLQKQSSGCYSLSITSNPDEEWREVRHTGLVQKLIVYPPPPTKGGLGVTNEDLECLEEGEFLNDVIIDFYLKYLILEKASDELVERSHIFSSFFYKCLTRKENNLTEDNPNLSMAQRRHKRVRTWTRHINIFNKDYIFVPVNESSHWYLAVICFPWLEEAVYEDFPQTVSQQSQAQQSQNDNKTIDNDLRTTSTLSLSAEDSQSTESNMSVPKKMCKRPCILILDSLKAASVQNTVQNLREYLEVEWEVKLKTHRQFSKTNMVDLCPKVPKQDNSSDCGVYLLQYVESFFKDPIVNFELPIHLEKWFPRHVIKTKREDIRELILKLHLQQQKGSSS
SENP8 block-1 – SENP8 (human) protease inhibition | 360,000 tested, 0.64% active | Q96LD8 | inhibition, % at 20 µM | AID 602440 | recombinant SENP8, Nedd8 substrate fluorescence; in the data active = inhibition mostly above about 40%, no sharp cut-off; inactive = mostly below about 27%
Target sequence (Q96LD8 whole entry, looked up): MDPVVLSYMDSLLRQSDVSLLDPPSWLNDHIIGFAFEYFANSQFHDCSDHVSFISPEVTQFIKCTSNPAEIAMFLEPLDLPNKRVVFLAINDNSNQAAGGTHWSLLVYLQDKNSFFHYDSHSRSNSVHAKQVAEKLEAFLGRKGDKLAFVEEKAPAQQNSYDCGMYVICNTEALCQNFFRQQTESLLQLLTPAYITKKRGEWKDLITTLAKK
SENP8 block-2 – blocks the human protease SENP8. Q96LD8. purified SENP8, Z-RLRGG-aminoluciferin cleavage, luminescence. inhibition, % at 10 µM. 330,000 tested, 1.2% active. AID 2540; in the data active = inhibition above about 50%
An asterisk follows results filed as active; i = inactive; nt = not tested or not shown; & = joins results of further samples.

SMILES	SENP6 inh	Apaf1 inhib	PfG6PD inh	HKDC1 inhibitor	SENP1 FRET inh	SENP7 block	SENP8 block-1	SENP8 block-2
C[C@H](CO)N1C[C@H](C)[C@@H](CN(C)S(=O)(=O)c2ccc(F)cc2)Oc2ccc(NC(=O)c3ccncc3)cc2C1=O	-14	6	-6	-3	1	-14	11	-13
Cc1ccc(NC(=O)ON=C2CCCC2)cc1	1	-2	-7	-1	1	11	21	5
CCC(=O)Nc1ccc(C(=O)COC(=O)c2sc(C)nc2C)cc1	-7	-14	-5	-1	-2	3	-6	-3
CCCCNC(=O)c1ccc(NS(=O)(=O)c2ccccc2)cc1	-25	-1	-16	2	3	9	12	-10
CC(C)CNC(=O)c1cccc(NC(=O)CCc2ccccc2)c1	6	-6	2	-7	2	-2	2	-6
CN(C(=O)c1cc(C(=O)N(C)c2ccccc2)cc([N+](=O)[O-])c1)c1ccccc1	15	8	-2	4	0	-3	31	-6
CCn1cc(S(=O)(=O)Nc2ccccc2C(F)(F)F)cn1	9	-8	-18	1	1	0	8	10
COc1ccccc1C(=O)N1c2ccccc2Sc2ccccc21	-4	9	26	6	0	-2	13	4
CC(/C=N\NC(=O)c1ccc(C)nc1)=C\c1ccccc1	-10	4	5	-6	0	-12	5	-1
Cc1cccc(C(=O)Nc2ccccc2C(=O)NCc2cccnc2)c1	-8	-7	1	-2	1	-6	6	8
Cc1ccc(CC(=O)Nc2nccs2)cc1C	-18	3	-15	4	-1	-11	13	-10
COCCNC(=O)CSc1nnc(CCCN2C(=O)c3cccc4cccc(c34)C2=O)n1-c1ccccc1	0	-8	4	25	2	4	-153	2
COc1ccc(S(=O)(=O)Nc2c(C)cccc2C)cc1-n1cnnn1	-10	1	10	-5	0	6	7	9
CC(C)CC(C(=O)NCC1CCCO1)N(C(=O)Cn1nnc(-c2ccc(F)cc2)n1)c1cccc(C(F)(F)F)c1 (configuration not stated)	3	20	-7	2	-1	1	11	-3
Cc1cccc(OCC(=O)NCCCNC(=O)c2cccnc2)c1	-13	-2	-3	-6	3	1	12	5
CCc1ccc(N2C(=O)Nc3ccccc3C2(O)C(=O)N2CCN(c3ccccn3)CC2)cc1 (configuration not stated)	-4	12	-7	-3	0	6	-4	-6
Cc1cc(=O)oc2c(C)c(OCC(=O)NCc3ccccn3)ccc12	5	-8	7	0	0	2	-102	2
Cc1[nH]c(=O)[nH]c(=O)c1/C=C/C(=O)OCC(C)C	-24	-7	-8	-6	1	-9	16	-6
N#Cc1nc(-c2ccc(OCc3ccc(Cl)cc3)cc2)oc1N1CCOCC1	18	-15	-2	-4	2	-11	-269	9
CN(Cc1ccccc1)S(=O)(=O)c1ccc(Cl)nc1	3	-2	-10	-2	1	-1	26	-6
O=C1CC[C@H](N2C(=O)c3ccccc3C2=O)C(=O)N1	-26	-2	0	-2	0	3	-6	-4
COc1ccccc1C(=O)NC(=O)COC(=O)c1ccc([N+](=O)[O-])cc1	-11	23	-7	-7	3	-14	1	-16
Cc1ccc(Nc2ncnc(N)n2)cc1	2	-16	-3	-4	1	0	11	-7
COc1cccc(/C=C2\SC(=S)NC2=O)c1OS(=O)(=O)c1ccc(NC(C)=O)cc1	-10	-10	-49	-6	8	-1	24	0
COc1ccc(C(=O)NC(=S)NNC(=O)c2cnccn2)cc1OC	-1	-9	11	-26	1	-1	-1	4
NC(=O)c1ccc(C(=O)N/N=C(/Cc2ccccc2)c2ccccc2)cc1	-14	0	1	3	0	-11	1	-19
CCn1cc(C(=O)NCC2CCCO2)c2cc(OC)c(OC)cc2c1=O (configuration not stated)	-6	3	32	15	1	7	-4	4
CC1Cc2ccccc2N1C(=O)C1CC(=O)N(c2ccccc2)C1 (configuration not stated)	-18	4	3	4	3	4	11	0
COc1ccc(NC(=S)Nc2cccc(C)n2)cc1	3	-6	11	-3	0	1	-1	-4
CCOCCCNC(=O)CCC(=O)NNc1nc2ccccc2c2nc(C)nn12	5	6	-5	3	0	6	1	0
CC(=O)Nc1ccc(-c2sc(Nc3ccccc3)n[n+]2C)cc1	0	11	6	-6	1	6	-27	4
CN1C(=O)C(=C2CCCCCC2)SC1=S	0	9	-12	-4	-2	7	37	5
CC(=O)N/N=C(\C)c1ccc2c(c1)OCCO2	18	-9	-8	-3	1	5	8	3
CCCNC(=O)CCn1nc(-c2ccccc2)c2ccccc2c1=O	-17	-2	2	-3	2	6	12	4
Cc1cc(NC(=O)CSc2nnc(Cc3ccccc3)n2C)no1	15	1	-2	-3	1	-4	23	0
O=C1CC(C(=O)N2CCOCC2)C2(CCCCC2)O1 (configuration not stated)	-3	-3	-8	-4	1	-1	3	-4

Quoted at random: 2 records from the list, in no set order.
SMILES	SENP6 inh	Apaf1 inhib	PfG6PD inh	HKDC1 inhibitor	SENP1 FRET inh	SENP7 block	SENP8 block-1	SENP8 block-2
COc1ccc(NC(=S)Nc2cccc(C)n2)cc1	3	-6	11	-3	0	1	-1	-4
CC1Cc2ccccc2N1C(=O)C1CC(=O)N(c2ccccc2)C1 (configuration not stated)	-18	4	3	4	3	4	11	0

Later entries:
SMILES	SENP6 inh	Apaf1 inhib	PfG6PD inh	HKDC1 inhibitor	SENP1 FRET inh	SENP7 block	SENP8 block-1	SENP8 block-2
Cc1noc(C)c1CSc1nnc(-c2ccccc2)n1Cc1ccco1	-17	-9	4	-6	-3	-6	4	-4
CN1CCN(c2nc(-c3ccccc3)ncc2S(=O)(=O)c2ccccc2)CC1	-18	6	4	-5	-1	-5	10	-11
COC(=O)c1sccc1NC(=O)CSCCc1ccncc1	-8	-6	4	-4	0	-2	10	2
CN(C)c1c2ccccc2nc2c(F)c(F)c(F)c(F)c12	8	14	6	9	-29	-11	-412	4
Nc1n[nH]c2cccc(Cl)c12	-2	-7	4	-3	-4	1	-8	2
O=[N+]([O-])c1cnc(Nc2ccccc2)nc1Nc1ccccc1	-20	7	-17	-1	-2	-6	23	-10
O=C(COC(=O)c1cc(F)cc(F)c1)Nc1cccnc1Cl	1	-10	5	0	-1	2	-3	2
Cc1cc(C(=O)COC(=O)CN=C2NS(=O)(=O)c3ccccc32)c(C)n1CCc1ccc(Cl)cc1	-11	7	5	11	0	5	8	3
CCCCc1cc(=O)oc2cc(OCC(=O)NCc3ccccn3)c(Cl)cc12	-4	6	-1	-8	2	4	-100	11
CC(C)C(=O)N1CCN(c2nc(-c3ccccc3)c3c(c2C#N)CCCC3)CC1	-40	26	-15	8	-4	-14	-268	-9
O=C(N/N=C/c1cccc(O)c1)NC1CCCCC1	-23	15	-15	0	1	-3	-2	-9
CC(=O)N1CCN(c2ccc(Oc3ccc([N+](=O)[O-])c(C(F)(F)F)c3)cc2)CC1	-12	22	12	1	1	-9	11	2

Sorted by value in HKDC1 inhibitor (ascending): 4 of the compounds above
SMILES	SENP6 inh	PfG6PD inh	HKDC1 inhibitor	SENP1 FRET inh	SENP7 block
CCCCc1cc(=O)oc2cc(OCC(=O)NCc3ccccn3)c(Cl)cc12	-4	-1	-8	2	4
CN1CCN(c2nc(-c3ccccc3)ncc2S(=O)(=O)c2ccccc2)CC1	-18	4	-5	-1	-5
COC(=O)c1sccc1NC(=O)CSCCc1ccncc1	-8	4	-4	0	-2
CC(=O)N1CCN(c2ccc(Oc3ccc([N+](=O)[O-])c(C(F)(F)F)c3)cc2)CC1	-12	12	1	1	-9

Remaining list, next part.
SMILES	SENP6 inh	Apaf1 inhib	PfG6PD inh	HKDC1 inhibitor	SENP1 FRET inh	SENP7 block	SENP8 block-1	SENP8 block-2
Cc1c(C(=O)N2CCc3ccccc32)oc2ccccc12	nt	nt	34	-1	0	nt	6	nt
O=C(c1ccc(-n2cncn2)c([N+](=O)[O-])c1)N1CCN(S(=O)(=O)c2c(F)cccc2F)CC1	-13	-4	-8	1	-2	13	12	-8
Cc1cc(C)cc(-c2nnc(SCC(=O)c3c(N)n(C4CC4)c(=O)[nH]c3=O)o2)c1	-6	14	-11	0	0	-4	13	-2
CC1CCN(C(=O)CN2C(=O)NC3(CCCc4ccccc43)C2=O)CC1 (configuration not stated)	-17	6	-11	-5	0	-9	-5	-9
COc1ccc(CNC(=O)C2CCN(c3nccs3)CC2)cc1	-14	5	13	-4	-2	0	8	6
CC(C)(C)NC(=O)NC(=O)COC(=O)CNC(=O)c1cccc(F)c1	-5	-2	-13	-9	1	0	4	2
COc1ccc(S(=O)(=O)N(C)c2ccc(C(=O)NCc3ccco3)cc2)cc1OC	1	2	-8	9	-2	3	4	-4
COc1ccc(NC(=O)NNC(=O)c2cc3occc3n2C)c(OC)c1	-6	16	3	-3	4	2	12	12
CCOC(=O)C(=O)Nc1ncc(Cl)s1	-11	-25	3	5	1	0	13	5
C[C@H]1COC(=O)[C@@H](Cc2ccc(F)cc2)C/C=C\C[C@H](CC(=O)NCCO)C(=O)N1	-5	5	-1	-9	-2	5	6	-5
COc1cc(/C=C(\C#N)C(=O)Nc2cccc3ncccc23)ccc1O	27	11	nt	nt	nt	8	nt	11
O=C1CC(c2ccccc2)CC(=O)C1CS(=O)(=O)c1ccccc1 (configuration not stated)	-13	-2	4	-10	0	-5	18	-3
O=C(CCC(F)(F)F)N1CCC(CO)(CCc2ccccc2)CC1	-14	6	13	-2	0	9	15	1
CC[C@@H](C)[C@H](CNC)NC[C@@H](Cc1cccc2ccccc12)NCCc1cccc(C(F)(F)F)c1	-25	70*	8	-4	-16	6	12	-16
CC(=O)N1CCc2cc(S(=O)(=O)NC(C(=O)Nc3nc(C)cs3)C(C)C)ccc21 (configuration not stated)	-6	-5	-3	-1	0	1	-3	7
COc1ccccc1CNC(=O)CS(=O)Cc1nc(-c2ccccc2C)oc1C (configuration not stated)	-12	17	-3	-1	-10	-1	-8	-1
CCCCCCCCCCCCCCCC[n+]1cccc(C(=O)N(CC)CC)c1	-33	74*	4&-1	0&1	1&1	1	17&27	-39
COc1ccc(OC)c(/C=C/C(=O)N2CCN(S(=O)(=O)c3cc(C)ccc3C)CC2)c1	-7	15	1	3	-26	4	i	5
Cc1ccc(N(C(=O)CNC(=O)c2ccco2)C(C(=O)NC2CCCC2)c2cccnc2)cc1C (configuration not stated)	-2	0	12	1	0	1	14	-4
O=C(NCCOc1ccccc1)c1ccccc1NC(=O)C1CCCO1 (configuration not stated)	6	-8	8	-5	1	-3	-41	-17
CCOC(=O)c1oc2ccccc2c1COC(=O)CNC(=O)c1ccccc1OC	-6	9	14	0	-2	-8	-15	-9
CCN(CC(=O)NCc1ccc(Cl)cc1)C(=O)Cc1ccc(OC)cc1	6	-1	-3	-6	4	6	1	13
CC(=O)c1cccc(CN2CCC(CO)(CCCc3ccccc3)CC2)c1	-12	-20	2	-2	-2	4	5	0
COc1ccc(CC(CC(=O)O)C(=O)Nc2ccc(OC)cc2)cc1 (configuration not stated)	22	-1	4	0	-1	6	22	3
Cc1c(NC(=O)c2cccs2)cccc1-c1nc2ccccc2s1	2	11	-8	4	2	-3	12	10
O=C(CCSCCC(=O)NN=Cc1ccc(F)cc1)NN=Cc1ccc(F)cc1	nt	nt	16	-8	0	nt	6	nt
Cc1ccc(S(=O)(=O)N2CCOC2CNC(=O)C(=O)NCc2ccncc2)cc1 (configuration not stated)	11	-14	-6	4	3	13	23	5
COCCNC(=O)c1ccccc1NC(=O)c1ccccc1N(C)S(=O)(=O)c1ccccc1	-4	3	-9	-1	0	1	8	-2
Cc1[nH]nc2nc(SCC(=O)NCC3CCCO3)n(-c3ccc(Br)cc3)c(=N)c12 (configuration not stated)	-12	18	13	6	-3	-5	-34	-12
CN(C(=O)CSc1ncccc1C(=O)O)c1ccccc1	-10	-11	-9	1	2	-11	10	-6
Cc1ccccc1-c1nc(CN2CCC(C(=O)NCc3ccco3)CC2)c(C)o1	2	0	-6	-2	-1	-5	9	4

Source: PubChem BioAssay (Sanford-Burnham Center for Chemical Genomics)
